697 NFkB inh – lowers PMA/ionomycin-induced NF-kB signal in 697 B cells; 697 B-cell NF-kB luciferase reporter, 16 h; inhibition, % at 4 µM; 330,000 compounds, 0.33% hits; in the data active means inhibition above about 35%
CCR6 antag – blocks CCL20-driven beta-arrestin recruitment at human CCR6; 340,000 compounds, 0.49% hits; CHO-K1 CCR6 PathHunter beta-arrestin, luminescence, CCL20-stimulated; P51684; inhibition, % at 20 µM;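 active means compounds whose inhibition of the agonist-driven luminescence signal at 20 µM reaches about 50%, limit read from the data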;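 further: cells stimulated with CCL20 at 14 nM final; plate controls were DMSO with CCL20 for no effect and DMSO without agonist for full effect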
Target sequence (P51684 whole entry, looked up): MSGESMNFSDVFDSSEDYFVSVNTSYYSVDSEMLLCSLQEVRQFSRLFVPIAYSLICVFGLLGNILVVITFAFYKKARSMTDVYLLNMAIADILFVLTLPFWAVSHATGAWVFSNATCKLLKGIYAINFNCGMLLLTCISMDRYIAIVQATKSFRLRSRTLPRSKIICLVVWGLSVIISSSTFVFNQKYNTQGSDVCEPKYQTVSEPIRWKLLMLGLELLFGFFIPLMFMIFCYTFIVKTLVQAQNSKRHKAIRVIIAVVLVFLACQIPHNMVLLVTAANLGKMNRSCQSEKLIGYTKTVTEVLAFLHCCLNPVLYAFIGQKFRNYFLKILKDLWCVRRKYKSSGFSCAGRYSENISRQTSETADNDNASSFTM
Jurkat NFkB inh – inhibitors of the PMA/ionomycin-induced NF-kB reporter in Jurkat cells. 330,000 compounds, 0.53% hits. inhibition, % at 4 µM. PMA/ionomycin-induced NF-kB luciferase reporter, luminescence
Gli-Sufu antag – Gli-Sufu pathway antagonism. 340,000 compounds, 0.74% hits. AID 588413. Sufu-KO-LIGHT fibroblasts, Gli luciferase reporter luminescence. inhibition, % at 5 µM;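 active means inhibition above about 55%, limit read from the data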;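 further: 0% = DMSO-treated cells and 100% = wells with medium but no cells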
Apaf-1 inh – human Apaf-1 inhibition; reconstituted apoptosome caspase-3 activity, DEVD-Rh110 fluorescence; inhibition, % at 20 µM; 330,000 compounds, 0.71% hits; O14727; AID 489030; active means inhibition of at least 40% at 20 µM;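 further: plate controls were DMSO wells for no effect and DEVD-CHO caspase inhibitor wells for full effect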
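System: Apoptosome proteins | Medium: Hepes pH 7.5 with detergent and BSA | Also added: Cytochrome c trigger plus (Z-DEVD)2-Rh110 caspase-3 substrate | Incubation: 30 min compound preincubation, 50 min activation, room temperature | Detection: Rhodamine 110 fluorescence at Ex 480/Em 540 nm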
EBI2 block – antagonists of human EBI2 receptor; inhibition, % at 5 µM; P32249; 360,000 compounds, 0.81% hits; AID 651636; EBI2 beta-arrestin recruitment, luminescence, 7a,25-OHC stimulated; in the data active means inhibition above about 38%;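 further: enzyme fragment complementation signal reports receptor beta-arrestin coupling in cells; 0% = agonist plus DMSO wells and 100% = wells without agonist; some results beyond the cut were filed as inactive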
Target sequence (P32249 whole entry, looked up, the tested form may be a part): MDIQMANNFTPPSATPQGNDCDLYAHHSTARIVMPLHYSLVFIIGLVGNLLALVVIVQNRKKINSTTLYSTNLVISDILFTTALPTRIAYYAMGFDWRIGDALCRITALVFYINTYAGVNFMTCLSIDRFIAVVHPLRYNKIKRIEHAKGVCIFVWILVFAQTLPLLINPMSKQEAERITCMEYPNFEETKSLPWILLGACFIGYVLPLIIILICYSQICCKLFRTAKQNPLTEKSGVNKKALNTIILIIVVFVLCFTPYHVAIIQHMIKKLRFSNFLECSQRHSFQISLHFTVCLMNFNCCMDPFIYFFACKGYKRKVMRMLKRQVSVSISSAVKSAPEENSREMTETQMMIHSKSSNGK
UBC13 inh – blocks human UBC13 polyubiquitin chain formation; 330,000 compounds, 0.47% hits; TR-FRET; P61088; inhibition, % at 20 µM; in the data active means inhibition above about 45%, passing the limit was not always enough; inconclusive means no clear call, values can overlap the other calls
Target sequence (P61088 whole entry, looked up): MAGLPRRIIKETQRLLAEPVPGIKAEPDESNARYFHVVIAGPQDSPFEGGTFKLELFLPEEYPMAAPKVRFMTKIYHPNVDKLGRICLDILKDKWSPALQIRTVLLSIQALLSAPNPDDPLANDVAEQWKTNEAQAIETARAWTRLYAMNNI
SENP8 block – SENP8 protease inhibition. AID 2540. purified SENP8, Z-RLRGG-aminoluciferin cleavage, luminescence. Q96LD8. 330,000 compounds, 1.2% hits. inhibition, % at 10 µM
* marks the source's active call; other numbers are inactive results; ? = inconclusive; nt = not tested or not shown. Unless noted, no stated cut-off is given here; in the data, active means inhibition above about 50%; inactive means the rest. Only part of the results is shown; count on the stated rates, not on these rows.

structure,697 NFkB inh,CCR6 antag,Jurkat NFkB inh,Gli-Sufu antag,Apaf-1 inh,EBI2 block,UBC13 inh,SENP8 block
CCOc1ccc(S(=O)(=O)N2CCN(CN3C(=O)CC4(CCCC4)C3=O)CC2)cc1,7.1,13.5,-4.9,7.1,11.8,3.5,-1.9,-15.2
Cc1ccc(S(=O)(=O)NC(=NCc2ccccc2)c2ccc(F)cc2)cc1,4.5,19.6,-6.2,49.0,11.7,4.5,-3.3,2.9
COc1ccc2nc(/N=C/c3cccc(OC)c3O)sc2c1,-0.4,2.2,-24.9,-8.6,4.4,0.1,4.2,-2.1
CN(C)/C=C/C(=O)c1cnc2n(c1=O)CCS2,-6.3,-25.7,-7.2,-2.0,3.0,-1.3,-7.9,-11.5
O=C(O)/C=C/c1ccc(OCc2cccc(F)c2)cc1,5.0,15.5,-14.8,-1.2,7.3,2.0,-5.7,10.3
Cc1cc(NC(=O)CN2CCC(C)CC2)no1,6.8,2.3,8.6,-0.8,-0.1,-10.4,3.7,-8.5
CC(=O)NCCc1nc2ccccc2n1CCOc1ccc(C)cc1,3.0,9.1,-10.6,-4.1,-26.0,-8.8,17.4,-0.8
CC(Oc1ccc2c(-c3ccccc3)cc(=O)oc2c1)C(=O)NCC(O)c1ccccc1 (stereo not drawn),25.1,2.2,12.8,-1.1,9.7,13.4,-4.4,-2.0
Cc1nn(Cc2ccc([N+](=O)[O-])cc2)c(=O)n1-c1ccccc1,6.6,-8.1,-2.2,-4.3,13.9,-2.7,-3.6,4.1
Cc1ccn2c(=O)nc(SCC(=O)N3CCN(c4ccccc4)CC3)nc2c1,11.7,3.3,-5.4,-8.1,2.7,-7.2,-3.5,-6.8
COc1cc(OC)c(C2C(C#N)=C(N)OC3=C2C(=O)CC(C)(C)C3)cc1OC (stereo not drawn),-3.6,8.4,11.3,-1.1,-8.7,-5.9,-5.7,-2.4
CN(C)CCNC(=O)c1cccc(S(=O)(=O)Nc2ccccc2F)c1,1.6,-1.7,-14.0,-6.2,6.4,-2.4,-6.5,-9.8
Cc1ccc(-c2ccc(S(=O)(=O)NCC3CCCO3)cc2)cc1 (stereo not drawn),-1.2,3.1,11.9,17.5,-3.4,-0.7,5.9,-8.1
O=C(O)C1CCCN1c1nc(-c2ccc(Cl)c(Cl)c2)cc(C(F)(F)F)n1 (stereo not drawn),-0.7,-6.3,10.8,12.5,7.1,-9.1,-16.6,-6.3
O=C(COC(=O)c1cc2c(s1)CCCC2)NCc1ccccc1Cl,8.0,7.1,7.0,-7.4,-7.7,-0.5,5.6,-4.1
CCN1CCN(CCCNC(=O)c2ccc3c(c2)N(Cc2ccc(C)cc2)CCS3)CC1,0.1,33.9,-0.1,27.8,17.6,5.1,?,4.0
O=C(NNc1c(F)c(F)cc(F)c1F)C1CCN(S(=O)(=O)c2ccccc2F)CC1,21.7,8.9,-25.0,0.5,-2.2,-2.1,-0.5,-3.3
O=S(=O)(Nc1c(O)ccc2ccccc12)c1ccc(F)cc1,-55.2,-1.1,-37.1,4.8,6.6,-1.5,-12.3,10.8
CCOC(=O)C1=C(COC(=O)/C=C/c2cccc(OC)c2)NC(=O)NC1C (stereo not drawn),5.1,7.6,16.3,-2.7,7.3,-0.4,8.9,6.9
O=C1C2C3C=CC(C3)C2C(=O)N1CCc1ccccc1 (stereo not drawn),11.2,3.9,-1.0,-0.4,-2.8,-0.8,0.5,1.5
COc1ccc(C(=O)CSc2n[nH]c(N)n2)cc1,5.0,-8.1,-15.7,-1.5,3.0,-1.3,-2.0,-5.1
O=C(CCCCCNC(=O)N1CCn2c1nc1ccccc12)NCc1ccc(Cl)cc1,-2.3,10.8,-0.2,34.5,16.9,6.0,7.9,-12.7
CCCCc1cc(-c2n[nH]c(=S)o2)c2ccccc2n1,6.8,10.4,-9.8,5.7,9.6,-6.5,2.8,4.3
CC[C@@H]1CCCCc2ccccc2[C@@H](C(=O)C[C@H](O)CC(C)=O)OC1=O,-6.3,2.0,-7.1,-15.5,-1.4,-1.7,-2.9,0.2
CN(Cc1cccs1)C(=O)CCNS(=O)(=O)c1ccc(Br)cc1,12.9,2.4,-5.4,2.6,5.9,-17.1,-6.3,-12.7
C=CCn1c(SCC(=O)N(CC)C2CCS(=O)(=O)C2)nc2cc(C(=O)O)ccc2c1=O (stereo not drawn),3.1,2.5,-0.4,-15.5,10.4,0.6,-15.3,-15.5
COc1ccc(OCc2nnc(SCC(=O)Nc3ccccc3C#N)o2)cc1,18.9,-16.9,8.7,-16.6,-0.9,-9.6,3.3,-2.2
CCCn1cnc2c(N)c(C)c(C)cc21,18.0,-1.0,1.1,-2.1,-1.3,-6.5,5.6,0.2
CCc1ccc(N2CC(C(=O)Nc3ccccc3F)CC2=O)cc1 (stereo not drawn),5.6,2.3,6.2,-21.6,-4.7,13.8,-2.8,0.1
COC(=O)[C@@]12CCCCN1[C@H](c1ccc(-c3cccc(Cl)c3)cc1)[C@@H]1C(=O)N(C)C(=O)[C@@H]12,-2.1,2.2,5.4,3.6,31.9,15.7,2.2,1.4
CCCCc1ccc(S(=O)(=O)NC2CCS(=O)(=O)C2)cc1 (stereo not drawn),-60.1,1.4,16.3,5.5,-11.9,-7.8,-12.4,6.3
Cc1nn(C(=O)CCCn2cc([N+](=O)[O-])cn2)c(C)c1Cl,11.5,10.1,-3.6,3.1,-15.9,1.0,17.0,-3.2
COc1ccccc1/C=N/NC(=Nc1ccc(C)cc1)c1nc2ccccc2s1,-167.9,nt,-14.5,nt,6.8,nt,-3.1,-0.3
O=C(COc1ccc(S(=O)(=O)N2CCCC2)cc1Cl)NCc1ccco1,14.9,2.1,13.8,-0.5,-4.6,4.8,3.3,0.2
Cc1ccc(-n2nc(C(N)=O)nc2-c2ccccc2)cc1,-4.5,6.0,2.8,1.7,-2.1,-3.8,-6.2,1.8
COc1ccc([C@H]2C(C(=O)O)=C[C@@H](C(C)(C)C)N2S(=O)(=O)c2ccccc2)cc1,8.7,7.2,4.6,-2.0,-5.2,-2.4,0.4,-4.9
COc1cccc(C(=O)NCCS(=O)(=O)NCCc2ccccc2)c1,-25.0,11.4,-26.0,-15.6,9.5,4.5,7.5,1.7
Cc1ccc(S(=O)(=O)NCC(=O)N(CC(=O)NCc2ccc(F)cc2)CC2CCCO2)cc1 (stereo not drawn),18.1,14.0,9.8,-12.2,-1.8,-6.4,2.9,1.1
COc1ccc(/C=N/NC(=O)C2(C)NC(C)(C)Cc3ccccc32)cc1 (stereo not drawn),4.5,-3.5,1.3,-0.1,-0.6,11.3,8.7,1.7
O=C(OCCOc1cccc(Cl)c1)c1cc(S(=O)(=O)N2CCOCC2)ccc1F,4.9,-3.0,7.4,2.1,19.9,9.2,1.4,8.6
CCCC(=O)Nc1cccc(-c2nc3cc(C)c(C)cc3o2)c1,-156.3,-4.1,-99.0,-78.3,8.9,-0.4,-7.7,23.0
COC(=O)c1ccc(Cn2nnc3ccccc3c2=O)o1,0.5,5.1,-3.5,-2.5,-26.5,-9.1,-0.5,-10.0
CCC(CO)NCC(O)COCc1ccc2c(c1)OCO2 (stereo not drawn),0.2,15.8,-5.2,-4.4,-5.6,1.0,3.5,1.8
O=C1Nc2ccc(Br)cc2/C1=N/N=C/C1=C(N2CCOCC2)C(=C\c2ccccc2)/CC1,13.3,55.1*,12.2,20.5,17.8,-4.3,-116.4,11.1
O=C(Nc1cc(Cl)ccc1N1CCCC1)C1=COCCO1,11.6,12.3,-7.6,-2.5,23.1,3.9,25.1,9.4
COC(=O)c1ccc2c(=O)n(Cc3ccco3)c(SCC(=O)Nc3ccc(C)c(Cl)c3)nc2c1,11.3,-15.3,-0.1,11.6,8.6,11.3,-12.1,-6.9
O=c1nc(-c2ccccc2)cn[nH]1,22.1,7.3,3.8,-9.1,-7.7,-1.1,4.9,-2.7
CSc1ccccc1C(=O)Nc1ccccc1C(=O)NC(C)C,12.8,7.2,5.5,9.2,-3.7,1.2,-17.6,-3.9

In the list so far, these contain two or more sulfur atoms.
structure,697 NFkB inh,CCR6 antag,Jurkat NFkB inh,Gli-Sufu antag,Apaf-1 inh,EBI2 block,UBC13 inh,SENP8 block
CN(Cc1cccs1)C(=O)CCNS(=O)(=O)c1ccc(Br)cc1,12.9,2.4,-5.4,2.6,5.9,-17.1,-6.3,-12.7
C=CCn1c(SCC(=O)N(CC)C2CCS(=O)(=O)C2)nc2cc(C(=O)O)ccc2c1=O (stereo not drawn),3.1,2.5,-0.4,-15.5,10.4,0.6,-15.3,-15.5
CCCCc1ccc(S(=O)(=O)NC2CCS(=O)(=O)C2)cc1 (stereo not drawn),-60.1,1.4,16.3,5.5,-11.9,-7.8,-12.4,6.3

More results follow.
structure,697 NFkB inh,CCR6 antag,Jurkat NFkB inh,Gli-Sufu antag,Apaf-1 inh,EBI2 block,UBC13 inh,SENP8 block
CC(Sc1nnc(-c2ccccc2Br)n1-c1cccc(C(F)(F)F)c1)C(N)=O (stereo not drawn),-27.4,4.6,5.0,11.4,3.2,-8.1,-15.5,-10.3
Cc1ccc(S(=O)(=O)N2CCCC(C(=O)Nc3cccnc3)C2)cc1 (stereo not drawn),9.4,-0.2,-0.2,13.9,-1.9,-7.9,-9.0,-7.7
CC(=O)n1cc([C@@H]2C=C(C(=O)N3CCN(Cc4ccc5c(c4)OCO5)CC3)O[C@H](OCc3ccc(CO)cc3)C2)c2ccccc21,-15.2,5.8,14.5,10.0,20.0,36.7,5.2,-0.4
CC(=O)c1c(OC(=O)c2ccco2)c2ccccc2n1C,27.6,8.9,15.8,-2.4,6.5,-18.3,-1.7,-0.2
O=C1/C(=C2/NCCN2C2CC(=O)N(c3ccccc3)C2=O)CC/C1=C\c1ccccc1 (stereo not drawn),2.3,1.3,0.6,8.9,5.9,6.5,-15.5,-6.1
Clc1ccc(Cn2c(-c3cccnc3Cl)nc3ccccc32)c(Cl)c1,-5.0,10.3,-11.6,-2.4,10.6,10.0,2.2,-8.0
COc1cc(NC(=O)CN2CCN(c3ccccc3F)CC2)c(C)cc1[N+](=O)[O-],-0.8,11.4,-4.5,-7.1,0.3,-7.6,-10.4,-8.9
Cc1ccc(OCC(=O)c2cc(C)n(C3CC3)c2C)c([N+](=O)[O-])n1,-59.1,-6.6,21.5,4.2,2.4,-13.1,-7.3,-1.8
O=C1c2ccccc2S(=O)(=O)N1CC(O)Cn1ccc2ccccc21 (stereo not drawn),4.4,-13.0,2.7,-20.9,0.2,2.6,1.3,-0.6

High-throughput results deposited in PubChem BioAssay by Sanford-Burnham Center for Chemical Genomics.
